MgcRacGAP inhibition – MgcRacGAP GTPase-activating activity inhibitors, confirmation, biochemical, ADP Hunter fluorescence; AID 624330, 2012; 340,000 compounds, 0.6% hits; MgcRacGAP-stimulated Rac1 GTP hydrolysis, ADP Hunter fluorescence; higher % means a stronger effect; GST-tagged Rac1 F28L mutant substrate; one-dose inhibition, % at 30 µM; IC50 in µM for titrated hits;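 active means first-screen hits whose inhibition reached a set limit at any dose in the follow-up dose series; inconclusive means inhibition above the set first-screen limit but never retested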;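 further: fluorescence reports GDP produced by GAP-driven GTP hydrolysis; strong numbers were not always called active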
RSV CPE inhibition – RSV antiviral activity via CPE protection, HEp-2 cells, primary 10 µM value included (AID 2391) | CPE inhibition, % at 10 µM, or IC50 in µM where a hit was titrated | HEp-2 cells, RSV-induced CPE inhibition; higher % means a stronger effect | 310,000 compounds, 0.13% hits; in the data active means a potency from the dose series; inconclusive means CPE inhibition mostly from about 23% at the one dose, without a potency; inactive means the rest, 99 in 100 with CPE inhibition below about 21%; further: strong numbers were not always called active
Large T inhibition – SV40 large T antigen inhibitors, biochemical (AID 1903) | SV40 large T antigen ATPase/helicase inhibition assay; higher % means a stronger effect | inhibition, % at 20 µM; hits with a dose series show IC50 in µM | 310,000 compounds, 0.39% hits; in the data active means a potency from the dose series; inconclusive means inhibition mostly from about 32% at the one dose, without a potency; inactive means the rest, 99 in 100 with inhibition below about 32%; further: strong numbers were not always called active
CSM14.1 death rescue – rescue of cells from ER stress-induced death, primary screen, 384-well, CSM14.1, thapsigargin, ATP luminescence (AID 1222); CSM14.1 thapsigargin-induced death rescue, ATP luminescence; higher % means a stronger effect; cellular ATP content (survival), % at 20 µM; hits with a dose series show EC50 in µM; 190,000 tested, under 10 active;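 active means EC50 below 50 µM in the dose-response confirmation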;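 further: death triggered by thapsigargin at about 15 µM added after 2 h compound pretreatment; cell ATP read after overnight thapsigargin exposure of roughly 18 to 22 hours; normalized against plate controls of thapsigargin alone and 5% DMSO vehicle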
Salmonella PhoP GFP – inhibitors of PhoP regulon expression, primary screen, Salmonella Typhimurium, GFP reporter (AID 1863) | S. Typhimurium PhoP-regulated promoter GFP reporter, 4 h; higher % means a stronger effect | inhibition, % at 50 µM; hits with a dose series show IC50 in µM | 300,000 compounds, 0.16% hits;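 active means inhibition over 29.93%, a cutoff 3 SD above the screen mean, later confirmed by dose response; inconclusive means inhibition over 29.93% but no dose response follow-up; inactive means inhibition at most 29.93% or unconfirmed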;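 further: 0% = low Mg2+ inducing control and 100% = high Mg2+ repressing control; strong numbers were not always called active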
LYP inhibition – inhibitors of LYP phosphatase, biochemical, fluorescence intensity, uHTS (AID 1779); recombinant LYP phosphatase, fluorescence intensity; higher % means a stronger effect; one-dose inhibition, % at 11.5 µM; IC50 in µM for titrated hits; 290,000 compounds, 0.054% hits; in the data active means inhibition above about 50%;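 further: plate controls were vehicle with enzyme for no effect and no enzyme for full effect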
GPR35 antagonists – GPR35 antagonists blocking zaprinast-driven arrestin recruitment, primary screen, imaging, U2OS, beta-arrestin-GFP, zaprinast agonist (AID 2058) | G-protein coupled receptor 35 (Homo sapiens) | U2OS GPR35 beta-arrestin-GFP translocation imaging, zaprinast antagonism; higher % means a stronger effect | inhibition, % at 10 µM, or IC50 in µM where a hit was titrated | 290,000 compounds, 0.052% hits;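 active means inhibition of at least 50% with at least 30 cells and total cytoplasm GFP at most 10,000,000; inconclusive means under 30 cells or total GFP of 10,000,000 plus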
NS5 inhibitors – Dengue-2 NS5 methyltransferase inhibitors, primary screen, biochemical, confirmation dose response (AID 588689). Genome polyprotein (Dengue virus type 2 (strain 16681-PDK53)). Dengue-2 NS5 methyltransferase capping enzyme assay, biochemical; higher % means a stronger effect. inhibition, % at 25 µM; hits with a dose series show IC50 in µM. 340,000 compounds, 0.3% hits; in the data active means a potency from the dose series; inconclusive means inhibition above about 29% without an active follow-up result
West Nile virus CPE – West Nile virus antiviral activity, cell-based, CPE readout (AID 1621); CPE inhibition, % at 10 µM; hits with a dose series show IC50 in µM; West Nile virus-infected cells, CPE inhibition; higher % means a stronger effect; 290,000 compounds, 0.02% hits; in the data active means a potency from the dose series; inconclusive means CPE inhibition mostly from about 3.7% at the one dose, without a potency; inactive means the rest, 99 in 100 with CPE inhibition below about 2.2%; further: strong numbers were not always called active
NS5 inhibitors pilot replicate – further read-out of NS5 inhibitors, marked with its call; inhibition, %; measured here: pilot screen replicate inhibition
The depositor's hits bear a star; ? = inconclusive; / = not tested or not shown. Compounds were not picked by outcome; about 1.5% have a hit in one of these screens.

SMILES	MgcRacGAP inhibition	RSV CPE inhibition	Large T inhibition	CSM14.1 death rescue	Salmonella PhoP GFP	LYP inhibition	GPR35 antagonists	NS5 inhibitors	West Nile virus CPE	others
COc1cc2c(cc1O)C(Cc1ccc(O)cc1)[N+](C)([O-])CC2 (centres undefined)	15%	3.1%	22%	/	-3%	-5%	10%	-1%	-0.1%
COc1ccc(S(=O)(=O)N2CCN(Cc3ccccc3)CC2)c(C)c1	6%	17%	3%	/	1%	-10%	0%	-6%	-1.0%
Brc1cccc(-c2nc(-c3ccncc3)no2)c1	0%	38%	0%	-1.1%	1%	-4%	-5%	0%	1.0%
Nc1nc2ccccc2n1CCOc1ccc(Cl)cc1	7%	20%	12%	/	12%	-8%	9%	-8%	-1.7%
CC(=O)C1=C(O)C(=O)N(CCc2c[nH]c3ccccc23)C1c1cccc(O)c1 (centres undefined)	5%	0.5%	21%	0.8%	-1%	0%	-9%	1%	0.5%
CCCN(CC(=O)Nc1ccccc1C)C(=O)/C=C/c1cccs1	8%	1.4%	17%	1.0%	4%	-6%	2%	-5%	-0.2%
COc1ccccc1NC(=O)Nc1cccc(C)n1	-2%	-1.7%	10%	/	6%	-12%	-1%	-2%	-0.8%
Cc1noc(C)c1COc1ccc(C(=O)Nc2ncccc2O)cc1	6%	-1.3%	12%	/	-5%	/	/	13%	/
C(=N\N1CCN(c2ccccn2)CC1)/C1=C(N2CCOCC2)C(=C/c2ccccc2)/CC1	2%	?	3%	-2.5%	4%	3%	2%	-3%	-0.6%
Cc1ccccc1OCC(=O)Nc1ccc2c(c1)n(C)c(=O)n2C	3%	22%	6%	0.5%	4%	-2%	-6%	6%	-0.5%
O=S1(=O)c2cccc3cccc(c23)N1Cc1nnc(-c2ccccc2Br)o1	10%	3.0%	7%	-2.2%	16%	5%	1%	6%	0.2%
CCN1C(=NCc2ccc(OC)cc2)N[C@@H](CCc2ccccc2)[C@H](C(=O)NCc2ccc(OC)cc2)[C@H]1C	13%	-0.4%	15%	/	9%	-11%	9%	-12%	-0.9%
O=C(Cc1ccc(Br)cc1)N1CCN(c2ccccc2O)CC1	4%	5.6%	6%	2.1%	15%	-6%	3%	-2%	-0.8%
CCN(CC)S(=O)(=O)c1ccc(N2CCOCC2)c(NC(=O)CN2C(=O)NC(C)(c3ccccc3)C2=O)c1 (centres undefined)	2%	-1.2%	3%	/	-5%	/	/	7%	/
O=C(O)c1cc(Br)ccn1	8%	0.8%	5%	1.9%	-2%	-5%	0%	-7%	0.9%
COc1ccc(C(=O)N2CCCC(CO)(Cc3ccccc3C)C2)o1 (centres undefined)	5%	1.6%	5%	/	2%	-4%	2%	-3%	-0.8%
COc1ccc(OC(=O)c2ccc(Cl)cc2)c(C(C)=O)c1	4%	0.7%	3%	-6.8%	-2%	-3%	-19%	4%	0.1%
Cc1ccc(C)c(NC(=O)CN(C)C(=O)CSC(C)C(=O)Nc2cc(C)on2)c1 (centres undefined)	10%	0.1%	-4%	/	4%	-6%	-3%	5%	-0.1%
OCCNCC(O)Cn1c2ccccc2c2ccccc21 (centres undefined)	1%	-1.9%	-5%	-1.2%	-1%	-10%	-6%	7%	0.4%
CCC1Oc2ccc(C)cc2N(CC(=O)NCCN2CCCCCC2)C1=O (centres undefined)	-1%	0.1%	6%	0.1%	7%	-3%	2%	-5%	-0.7%
CNC(=S)NNC(=O)c1cccn(Cc2cccc(Cl)c2)c1=O	6%	2.2%	5%	-0.7%	11%	-5%	7%	1%	-0.1%	NS5 inhibitors pilot replicate=2.6
COc1ccc(CCNC(=O)C(=O)NCC2CCCO2)cc1OC (centres undefined)	6%	0.4%	21%	0.5%	3%	2%	3%	-2%	0.5%
COc1ccccc1CN1CCCC(N2CCN(c3ccc(F)cc3)CC2)C1 (centres undefined)	4%	-1.3%	10%	/	-2%	3%	1%	1%	-0.4%
CC(C)C[C@H](NC(=O)[C@H](Cc1ccccc1)n1c(=O)[nH]c2ccccc2c1=O)C(=O)N1CCC[C@@H]1C(=O)O	4%	2.3%	3%	/	-1%	-8%	1%	1%	0.5%
Cc1ccc(Cn2nnc3c(=O)n(CC(=O)N4CCN(c5ccccc5)CC4)cnc32)cc1	1%	12%	8%	/	3%	-4%	6%	1%	-1.0%

Continuation:
SMILES	MgcRacGAP inhibition	RSV CPE inhibition	Large T inhibition	CSM14.1 death rescue	Salmonella PhoP GFP	LYP inhibition	GPR35 antagonists	NS5 inhibitors	West Nile virus CPE	others
O=c1ccccn1Cc1c(Cl)cccc1Cl	0%	1.5%	10%	5.2%	-2%	-5%	4%	-3%	-0.1%
Cc1cc(C)cc(NC(=S)N(Cc2cccc(Br)c2)CC2CCC(C(=O)O)CC2)c1 (centres undefined)	3%	4.6%	10%	-12%	4%	0%	-2%	-7%	1.1%
CCCOc1cccc(OCC(=O)Nc2nc3ccccc3[nH]2)c1	8%	0.3%	1%	-2.6%	-4%	0%	5%	-4%	0.0%
Cc1ccc(NC(=O)CSc2nc(C)c(Cc3ccccc3)c(=O)[nH]2)cc1	6%	7.7%	11%	9.1%	-10%	-7%	-2%	-2%	-1.1%
COC(=O)NC1CCS(=O)(=O)C1 (centres undefined)	1%	-0.5%	-3%	-1.2%	-9%	-6%	-7%	-5%	0.8%
O=C(Cn1nnc(-c2ccccc2)n1)N/N=C/c1cccc([N+](=O)[O-])c1	-2%	0.5%	1%	-0.1%	-4%	-2%	-13%	-9%	-0.8%
Cc1cccn2c(=O)c(/C=C(\C#N)C(=O)NCc3ccco3)c(N3CCC(C(N)=O)CC3)nc12	0%	2.2%	18%	2.7%	-15%	-24%	-7%	-2%	-0.1%
O=C(COC(=O)CSc1cccc2cccc(Cl)c12)Nc1ncc(C(F)(F)F)cc1Cl	9%	3.4%	-1%	-1.7%	1%	3%	-12%	-5%	0.3%
O=c1c(=O)n(O)c2ccccc2n1O	5%	1.2%	26%	0.1%	0%	5%	6%	-5%	-0.2%
COC(=O)Cc1ccc(NC(=S)NCc2ccccc2Cl)cc1	2%	14%	26%	0.7%	5%	-2%	11%	2%	-1.3%
CCCn1c(C)cc(-c2csc(N)n2)c1C	11%	0.8%	8%	-0.8%	-1%	-1%	6%	75%	0.1%
COc1cc(OC)cc(OCC(O)Cn2cnc(-c3ccccc3)c2)c1 (centres undefined)	-1%	3.9%	9%	0.4%	-6%	-2%	-9%	3%	-1.3%
O=c1[nH]c(/C(Cl)=C/c2c(F)cccc2Cl)nc2cc(Cl)ccc12	8%	22%	-4%	-3.2%	1%	-2%	-2%	5%	0.9%
C=CCc1cccc(/C=N/NC(=O)COc2ccc(-n3cnnn3)cc2)c1O	12%	1.1%	14%	/	-4%	-13%	-1%	2%	0.3%
CC(C)N(c1ccccc1)c1ncnc(NCCC(=O)O)c1[N+](=O)[O-]	-2%	1.4%	-6%	-2.1%	-2%	-3%	8%	5%	0.2%
COc1ccc(S(=O)(=O)N2CCC(=O)N2)cc1	-38%	1.9%	-19%	1.1%	3%	-3%	10%	-4%	-0.4%
O=C(Nc1ccnn1C1CCN(Cc2ccc3nonc3c2)CC1)c1cccc(F)c1	6%	19%	-2%	/	0%	-12%	8%	-15%	-1.0%
C#CCOCCOCCOCCNc1nc(N2CCN(C(=O)[C@H](CCC(=O)O)n3cc(C(N)CC(C)C)nn3)CC2)nc(N2CCN(C(=O)[C@H](Cc3cc4ccccc4[nH]3)n3cc(C(N)[C@H](C)CC)nn3)CC2)n1 (some centres undefined)	9%	3.3%	4%	-1.3%	-3%	-7%	-1%	-10%	/
CCOc1cc(/C=C2\C(=N)N3N=CSC3=NC2=O)ccc1OS(=O)(=O)c1ccccc1	14%	0.5%	46%	/	-1%	-8%	-22%	0%	-0.3%

Sorted by molar mass (descending): 13 of the compounds above.
SMILES	MgcRacGAP inhibition	RSV CPE inhibition	Large T inhibition	CSM14.1 death rescue	Salmonella PhoP GFP	LYP inhibition	GPR35 antagonists	NS5 inhibitors	West Nile virus CPE	others
Cc1cccn2c(=O)c(/C=C(\C#N)C(=O)NCc3ccco3)c(N3CCC(C(N)=O)CC3)nc12	0%	2.2%	18%	2.7%	-15%	-24%	-7%	-2%	-0.1%
CCOc1cc(/C=C2\C(=N)N3N=CSC3=NC2=O)ccc1OS(=O)(=O)c1ccccc1	14%	0.5%	46%	/	-1%	-8%	-22%	0%	-0.3%
O=C(Nc1ccnn1C1CCN(Cc2ccc3nonc3c2)CC1)c1cccc(F)c1	6%	19%	-2%	/	0%	-12%	8%	-15%	-1.0%
C=CCc1cccc(/C=N/NC(=O)COc2ccc(-n3cnnn3)cc2)c1O	12%	1.1%	14%	/	-4%	-13%	-1%	2%	0.3%
O=c1[nH]c(/C(Cl)=C/c2c(F)cccc2Cl)nc2cc(Cl)ccc12	8%	22%	-4%	-3.2%	1%	-2%	-2%	5%	0.9%
COc1cc(OC)cc(OCC(O)Cn2cnc(-c3ccccc3)c2)c1 (centres undefined)	-1%	3.9%	9%	0.4%	-6%	-2%	-9%	3%	-1.3%
O=C(Cn1nnc(-c2ccccc2)n1)N/N=C/c1cccc([N+](=O)[O-])c1	-2%	0.5%	1%	-0.1%	-4%	-2%	-13%	-9%	-0.8%
COC(=O)Cc1ccc(NC(=S)NCc2ccccc2Cl)cc1	2%	14%	26%	0.7%	5%	-2%	11%	2%	-1.3%
CC(C)N(c1ccccc1)c1ncnc(NCCC(=O)O)c1[N+](=O)[O-]	-2%	1.4%	-6%	-2.1%	-2%	-3%	8%	5%	0.2%
CCCOc1cccc(OCC(=O)Nc2nc3ccccc3[nH]2)c1	8%	0.3%	1%	-2.6%	-4%	0%	5%	-4%	0.0%
COc1ccc(S(=O)(=O)N2CCC(=O)N2)cc1	-38%	1.9%	-19%	1.1%	3%	-3%	10%	-4%	-0.4%
O=c1ccccn1Cc1c(Cl)cccc1Cl	0%	1.5%	10%	5.2%	-2%	-5%	4%	-3%	-0.1%
O=c1c(=O)n(O)c2ccccc2n1O	5%	1.2%	26%	0.1%	0%	5%	6%	-5%	-0.2%

Compound activity from PubChem BioAssay.
